High-throughput results deposited in PubChem BioAssay by several laboratories.
TROY signal inh: blocks TROY-dependent signaling in reporter cells | inhibition, % at 10 µM | 360,000 compounds, 0.98% hits | Q293 LMP1-TROYcd NF-kB luciferase reporter, 4 h;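 active means compounds whose plate-normalised and pattern-corrected inhibition of the luciferase reporter signal at the single screening dose is 50% or more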
Shn3 3UTR inh: reduces Shn3 3'UTR luciferase signal in osteoblasts | Clone20 osteoblast Shn3 3'UTR firefly luciferase, 24 h | inhibition, % at 12.5 µM | 360,000 compounds, 0.52% hits | AID 588674;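 active means mean inhibition of at least 75% with every replicate also reaching 75%; inconclusive means mean inhibition at least 75% but some replicate below; inactive means mean inhibition below 75%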;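 further: 0% = median of neutral control wells and 100% = pilot-screen positive control compound; some compounds past the cut are filed as inactive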
KKLEB tox: reduces viability of KKLEB cystic fibrosis airway cells. 360,000 compounds, 0.36% hits. KKLEB CF airway cells viability, ATPlite luminescence, overnight; active compounds read low; cells stimulated with P. aeruginosa culture filtrate. activity change (cytotoxicity), % at 5 µM;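 active means corrected activity change at or below -50% at 5 µM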
Peg3 prom inh: reduces Peg3 promoter-driven luciferase expression in HeLa | HeLa PEG-Prom luciferase reporter, luminescence, overnight | inhibition, % at 20 µM | 360,000 compounds, 1.7% hits | AID 588405;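 active means inhibition of at least 50% at 20 µM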
TRAIL sens C8: caspase-8 TRAIL sensitization; NB7+C8 cells + TRAIL, ATPlite viability luminescence; inhibition (viability loss, TRAIL sensitization), % at 10 µM; 360,000 compounds, 1% hits; AID 624354;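 active means compounds causing at least 50% loss of cell viability in the single-dose screen, relative to plate controls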
TWEAK-Fn14 inh: TWEAK-Fn14 signaling inhibition | TWEAK-stimulated Fn14 reporter cells, luciferase luminescence, 8 h | inhibition, % at 10 µM | 360,000 compounds, 2% hits; in the data active means inhibition above about 50%
NR2E3 ag-1: agonists of human NR2E3 nuclear receptor; CHO-S Gal4-NCOR/VP16-NR2E3 two-hybrid, luciferase; 360,000 compounds, 0.35% hits; Q9Y5X4; AID 602229; inhibition of corepressor binding, % at 3.98 µM;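 active means inhibition above the mean of all tested compounds plus 3 SD, cut at about 70% in these data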;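 further: 0% = DMSO with NR2E3 transfected cells and 100% = cells lacking NR2E3 construct; higher means lower luciferase signal from less NR2E3 corepressor binding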
Target sequence (Q9Y5X4 whole entry, looked up, the tested form may be a part): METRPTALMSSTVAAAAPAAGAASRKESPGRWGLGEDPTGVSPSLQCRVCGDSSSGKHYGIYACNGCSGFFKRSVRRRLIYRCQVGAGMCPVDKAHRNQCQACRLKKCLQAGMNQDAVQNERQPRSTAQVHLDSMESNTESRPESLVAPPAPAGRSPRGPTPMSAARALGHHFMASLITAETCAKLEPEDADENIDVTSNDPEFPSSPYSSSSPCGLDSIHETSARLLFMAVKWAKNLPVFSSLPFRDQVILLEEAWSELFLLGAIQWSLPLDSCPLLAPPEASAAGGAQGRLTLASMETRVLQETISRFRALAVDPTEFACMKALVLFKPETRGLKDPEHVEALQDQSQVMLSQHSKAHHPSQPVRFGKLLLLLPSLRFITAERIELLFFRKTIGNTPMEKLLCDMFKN
HIF-2a inh: inhibitors of HIF-2a; 360,000 compounds, 0.72% hits; AID 624352; inhibition, % at 18.8 µM; 786-0 RCC cells HIF-2a reporter, luciferase luminescence, overnight;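 active means inhibition of the luminescence signal of 40% or more relative to plate controls, in a single-dose primary screen at 18.75 µM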
NR2E3 ag-2: NR2E3 (human) agonism. Q9Y5X4. GST-NR2E3/biotin-RetCOR TR-FRET, 1536-well. inhibition of corepressor binding, % at 4.78 µM. 320,000 compounds, 0.12% hits. AID 2300;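 active means percent inhibition above the cutoff of mean plus 3 SD of all tested compounds, set per screening campaign, cut at about 20% in these data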;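 further: 0% = DMSO wells and 100% = biotin wells as full block of FRET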
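Material: NR2E3–RetCOR corepressor complex | Quantity: 1.35 nM GST-tagged NR2E3 final | Schedule: 5 h at 4 °C | Replication: Singlicate compound wells | Reagent: RetCOR corepressor, biotinylated, 7 nM | Controls: Biotin wells as high control, 0.6% DMSO wells as low control | Signal: TR-FRET, Eu(K)-anti-GST donor, streptavidin-D2 acceptor, ex 340, em 617/671 nm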
TRPM1 prom inh: MITF TRPM1 promoter inhibition in SK-MEL-5 cells; SK-MEL-5 TRPM1 promoter luciferase, 24 h; inhibition, % at 12.5 µM; 330,000 compounds, 0.83% hits;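 active means mean inhibition across replicates of 60% or more, whatever share of single replicates reaches that level; inconclusive means some that reach 60%, reason not given; inactive means mean inhibition across replicates below 60%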; further: values of inactives mirror those of a sister screen read the other way
CF NFkB inh: inhibitors of cystic fibrosis induced NF-kB | KKLEB NF-kB-GFP reporter, PAF-induced, GFP fluorescence overnight | inhibition, % at 5 µM | 360,000 compounds, 0.86% hits | AID 588850;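 active means at least 50% inhibition at 5 µM, scaled per plate between neutral and stimulator controls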;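 further: PAF is a Pseudomonas aeruginosa culture filtrate used as stimulus; plate controls were PAF-stimulated DMSO wells for no effect and unstimulated DMSO wells for full effect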
* = called active by the depositor; ? = inconclusive; . = not tested or not shown. The list is partial (hit frequency here may not be typical).

SMILES | TROY signal inh | Shn3 3UTR inh | KKLEB tox | Peg3 prom inh | TRAIL sens C8 | TWEAK-Fn14 inh | NR2E3 ag-1 | HIF-2a inh | NR2E3 ag-2 | TRPM1 prom inh | CF NFkB inh
CCOc1ncccc1C(=O)OCC(=O)c1cc(OC)c(OC)c(OC)c1 | 27 | 15 | 2 | 15 | 10 | 9 | -3 | 16 | 1 | 2 | -2
CSCCC(NC(=O)c1ccccc1Cl)C(=O)NCC(c1cccs1)N(C)C (stereo not drawn) | -5 | -18 | 9 | 16 | -4 | -6 | 2 | 13 | . | -5 | 1
CCOC(=O)N1CCN(C(=O)/C(=C/c2ccc(N(C)C)cc2)NC(=O)c2ccccc2)CC1 | -6 | -14 | 4 | 11 | -2 | 0 | -20 | -11 | -3 | 5 | 15
COc1ccc(-c2cc(C(F)(F)F)n3nc(C(=O)N4CCCCC4)cc3n2)cc1 | 19 | 7 | -18 | 15 | -1 | -13 | 5 | -55 | 0 | 2 | 26
O=C(N/N=C\c1ccccc1)c1cccc(C(=O)N/N=C\c2ccccc2)n1 | -60 | -18 | 4 | -28 | 4 | 3 | -16 | -65 | -3 | . | -17
Cc1cc(C(C)(C)C)cc(CN2CCN(S(=O)(=O)c3cccs3)CC2)c1O | -12 | 6 | 0 | 0 | 3 | -17 | 0 | -12 | . | . | 3
CC(C)Oc1ccc2c3c(c(=O)oc2c1)CCC3 | -33 | -8 | 8 | -118 | -3 | -16 | -30 | -168 | 0 | -18 | -9
O=C(N/N=C/c1ccoc1)c1cc(O)cc(O)c1 | 4 | -4 | 2 | 5 | 2 | 17 | 19 | 14 | 7 | -5 | 24
Oc1ccc(-c2ccccc2)cc1CN1CCCCCC1 | -10 | -21 | 1 | -23 | 25 | -2 | -4 | -36 | 0 | -13 | -10
O=C(CN1C(=O)c2cccc3cccc(c23)C1=O)N1CCCCCC1 | -12 | 14 | 5 | 6 | 8 | 2 | 19 | -6 | 0 | 10 | -31
CC(=O)/C(=C\Nc1ccc(OCc2ccccc2)cc1)c1ccccc1 | -57 | 6 | 8 | -3 | 1 | -16 | -45 | -27 | -2 | 10 | -22
CCc1nc2ccc(C(=O)NCCc3c[nH]c4ccccc34)cn2c1N(C)Cc1nccn1C | -26 | -6 | -6 | 17 | -14 | 18 | -15 | 11 | . | . | 7
Cc1cccc(NC(=O)CSc2nncn2-c2ccccn2)c1 | -17 | 10 | 0 | 11 | 0 | -3 | 10 | 7 | 1 | -2 | -11
COc1ccc(OC)c(NC(=O)C2C3CCC(C3=C(C)C)C2C(=O)O)c1 (stereo not drawn) | 0 | 6 | -3 | 12 | -12 | -5 | -10 | 18 | -2 | 6 | 10
Cc1cc2nc(-c3ccc(Cl)cc3)c(CC(C)(C)C)n2c(C)c1Br | 6 | 3 | -3 | -4 | -10 | -58 | 7 | -16 | . | . | 5
O=C(Nc1ccccc1)c1ccc(-n2cnnn2)cc1 | -34 | -54 | -3 | -143 | -7 | -34 | -43 | -178 | -4 | -46 | -15
O=C1CCN(CCc2ccccc2)CCN1CCSc1ccccc1 | -58 | -29 | 1 | -214 | 8 | -19 | -42 | -155 | 1 | -29 | 7
O=C(N/N=C/c1ccc(COc2ccc(Br)cc2)o1)c1ccc2c(c1)OCO2 | 0 | 5 | 11 | -34 | 23 | 2 | -30 | -73 | . | -10 | 4
COc1ccc(CN2C[C@@H](CO)O[C@@H](n3cnc4c(NCCO)ncnc43)C2)cc1 | -11 | -6 | -7 | -8 | -1 | -3 | -19 | -1 | . | . | -10
Nc1nonc1C(=O)NCCNCc1ccccc1 | 3 | -18 | -2 | 22 | 5 | 20 | 0 | 5 | 3 | 5 | 2
CC(C)Oc1cccc(C(=O)N/N=C/c2coc3ccccc3c2=O)c1 | -17 | -4 | 16 | 9 | -10 | 2 | -26 | 6 | . | 1 | 14
O=C(c1cccc(Cl)c1)C1CCCN(C(=O)c2ccc3c(c2)OCO3)C1 (stereo not drawn) | 9 | 7 | -7 | 3 | -20 | -9 | 15 | -20 | -1 | 0 | 7
CC(C)OC(=O)c1ccc(N2CCN(c3ccccc3F)CC2)nc1 | 8 | -2 | -5 | -42 | 7 | 21 | -16 | -68 | 3 | -17 | 3
O=C(N/N=C/c1ccc(O)cc1O)C(=O)N/N=C/c1ccc(O)cc1O | 22 | -6 | -12 | 9 | 5 | 12 | -15 | 18 | 2 | 10 | 25
CCOc1ccc(S(=O)(=O)NCC2CCCO2)cc1NC(=O)c1ccccc1F (stereo not drawn) | -6 | 2 | 10 | 5 | 4 | -11 | -14 | 0 | -1 | 16 | -2
CC(NC(=O)c1ccccc1F)C12CC3CC(CC(C3)C1)C2 (stereo not drawn) | -8 | 6 | -3 | -6 | 13 | -17 | -24 | -3 | -3 | -4 | -6
CCC(C)N(C(=O)COC(=O)c1ccc(=O)n(Cc2ccccc2)n1)C1CCS(=O)(=O)C1 (stereo not drawn) | 10 | -19 | 12 | 6 | 9 | -6 | -30 | 7 | 5 | 4 | -9
COc1cc([C@H]2OC[C@H]3[C@@H]2CO[C@H]3c2ccc(O)c(OC)c2)ccc1O | -6 | -6 | 6 | 3 | -9 | -5 | -21 | 8 | . | 3 | -26
O=C1CN(C(=O)CC2c3ccccc3-c3ccccc32)CC(=O)N1 | -31 | 0 | 2 | 13 | -7 | 6 | -13 | 4 | 0 | -7 | 4
COc1ccc(-c2nc(=S)c3ccc4ccccc4c3[nH]2)cc1 | 11 | -1 | -4 | 27 | -2 | 16 | -15 | 5 | . | 20 | -8
CCCCCCCCNC(=O)/C(C#N)=C/c1ccc(SC)cc1 | 7 | -36 | 16 | 26 | -10 | -2 | -12 | 6 | -4 | 16 | -19
CN(C(=O)c1ccc(NC(=O)Cc2ccc([N+](=O)[O-])cc2)cc1)C1CCCC1 | 2 | 15 | -4 | 4 | -3 | -1 | 4 | 6 | . | . | -31
CCCc1ccc2oc(C(=O)N3CCN(CCC(N)=O)CC3)c(C)c2c1 | 16 | -2 | 0 | 6 | -4 | -5 | -18 | 17 | 1 | 13 | 3
Cc1ccc(OCCNC(=O)C2CC(=O)N(Cc3ccccc3)C2)cc1 (stereo not drawn) | -10 | 13 | 11 | -6 | 3 | -3 | -9 | 3 | 3 | 2 | -19
O=C(c1ccc(NC2=NC3CS(=O)(=O)CC3S2)cc1)N1CCN(c2ccccc2)CC1 (stereo not drawn) | 0 | 4 | -9 | -9 | 7 | -21 | -13 | -2 | 3 | . | 12
CC(C)(C)/C=N/NC(=O)C1CC1 | -5 | -5 | 3 | 7 | 0 | 5 | 5 | 17 | 0 | 3 | -20
Cc1ccc(S(=O)(=O)ON2C(=O)c3ccccc3C2=O)c(C)c1 | -23 | 82 | -3 | 60* | -11 | 2 | 12 | 72* | 0 | 39 | 19
Cc1cc(C)n(-c2nc(-c3cccc(Cl)c3)cs2)n1 | -51 | -15 | 2 | -182 | 15 | -15 | -54 | -202 | 0 | -21 | 1
CCOc1ccc(N(CC(=O)NC2CCCC2)C(=O)Cn2nnc(-c3ccc(C)o3)n2)cc1 | -2 | 1 | 6 | -2 | -10 | 14 | -11 | 9 | . | 3 | -3
COCCn1cnnc1SCC(=O)Nc1cccc(S(=O)(=O)N2CCCCC2)c1 | 2 | -7 | 10 | -13 | -6 | 1 | 9 | 4 | -3 | -9 | -9
Cc1ccc(S(=O)(=O)N2[C@@H](c3ccccc3F)C(C(=O)O)=CC[C@H]2c2ccc(Cl)c(Cl)c2)cc1 | 15 | 17 | 33 | 18 | -7 | 41 | 22 | 23 | 3 | 4 | -3
Cn1cc(C(=O)c2ccc(F)cc2)cc1-c1nc2ccccc2n1C | 5 | 14 | 10 | -11 | 18 | 27 | 2 | -7 | 0 | 2 | -36
COCc1ccc(C(=O)N2CCCC(N(C)CCc3ccccc3)C2)s1 (stereo not drawn) | 5 | 12 | -5 | -23 | 11 | -13 | -8 | -10 | . | . | 4
Cc1ccc(/C=N/NC(=O)c2cccnc2)s1 | 0 | . | 8 | -15 | 6 | -5 | -28 | -9 | -1 | -10 | 1
Cc1cnc(NC(=O)Cc2ccccc2F)s1 | -17 | -30 | -2 | -32 | -2 | -4 | -2 | -36 | 2 | 4 | 8
COc1cc(OC)c(NC(=O)C2CCN(S(=O)(=O)c3ccc4c(c3)CC(C)N4C(C)=O)CC2)cc1Cl (stereo not drawn) | -4 | 60 | -3 | 2 | 17 | -19 | -7 | 10 | -3 | 6 | 15
Cc1cc2nnc(SCC(=O)NCC(c3ccccc3)N(C)C)n2c2ccccc12 (stereo not drawn) | -17 | -1 | -1 | 4 | 6 | 9 | -24 | 4 | 1 | 7 | -22
CC(=NNC(=S)SCc1ccccc1)c1ccccn1 | -21 | ? | 10 | 94* | 20 | 48 | 65 | -154 | . | 45 | 29
CCCCCCn1c(NCC)nc2c1c(=O)n(C)c(=O)n2C | 28 | 83 | -20 | 13 | 8 | 12 | 58 | 10 | -2 | 17 | 8
O=C(NCC(=O)N(Cc1ccco1)C(C(=O)NC1CCCC1)c1cccnc1)c1ccco1 (stereo not drawn) | 7 | -14 | 2 | 8 | -14 | -10 | -28 | 11 | 4 | 2 | -8
CCCN(CC1CC1)C(=S)Nc1ccc(Oc2ccccc2)cc1 | 5 | 12 | -10 | 1 | 24 | 27 | -4 | -9 | -2 | 13 | 3
COc1ccc(CC(N)c2csc(NC(=O)Nc3ccc(OC)cc3)n2)cc1 (stereo not drawn) | 14 | 1 | -6 | 15 | 9 | 8 | 10 | -5 | . | . | -19
Cc1noc(C)c1C(=O)N(CC(=O)Nc1ccccc1Br)Cc1ccco1 | 6 | -9 | 0 | 5 | -14 | 17 | -10 | 8 | 1 | -1 | 13
Cc1cc(C)nc(SCCc2ccncc2)n1 | 7 | -7 | 1 | 3 | -27 | -3 | -2 | 15 | -1 | 2 | 6
COc1cc(C(=O)N(Cc2ccc(C)o2)C2CCS(=O)(=O)C2)cc(OC)c1OC (stereo not drawn) | 22 | -7 | 23 | 0 | 2 | -1 | -40 | 1 | -1 | -9 | -2

In the list so far, 2 have an NH in an aromatic ring:
SMILES | TROY signal inh | Shn3 3UTR inh | KKLEB tox | Peg3 prom inh | TRAIL sens C8 | TWEAK-Fn14 inh | NR2E3 ag-1 | HIF-2a inh | NR2E3 ag-2 | TRPM1 prom inh | CF NFkB inh
CCc1nc2ccc(C(=O)NCCc3c[nH]c4ccccc34)cn2c1N(C)Cc1nccn1C | -26 | -6 | -6 | 17 | -14 | 18 | -15 | 11 | . | . | 7
COc1ccc(-c2nc(=S)c3ccc4ccccc4c3[nH]2)cc1 | 11 | -1 | -4 | 27 | -2 | 16 | -15 | 5 | . | 20 | -8
